GPR55 antagonists – GPR55 antagonists blocking LPI-driven arrestin recruitment, primary screen, imaging, U2OS, beta-arrestin-GFP, LPI agonist (AID 2013); U2OS GPR55 beta-arrestin-GFP translocation imaging, LPI antagonism; higher % means a stronger effect; inhibition, % at 10 µM, or IC50 in µM where a hit was titrated; actives 0.13% (n = 290,000);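 active = spots per cell inhibited over 60%, with over 100 cells counted and total cytoplasm intensity under 500,000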;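 note: U2OS cells stably carrying GPR55 and arrestin-GFP stimulated by 5 µM LPI near EC80; imaged beta-arrestin-GFP aggregate spots per cell after agonist stimulation; plate controls were LPI-stimulated DMSO wells for no effect and DMSO wells without LPI for full effect; some results filed as inactive read as strong as hits; confirmed hits need IC50 under 10 µM and bright autofluorescent wells are also inconclusive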
GPR35 arrestin U2OS – inhibition of zaprinast-stimulated GPR35 beta-arrestin translocation – imaging, U2OS, beta-arrestin-GFP, zaprinast agonist, primary screen (AID 2058); inhibition, % at 10 µM, or IC50 in µM where a hit was titrated; actives 0.052% (n = 290,000); U2OS GPR35 beta-arrestin-GFP translocation imaging, zaprinast antagonism; higher % means a stronger effect;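 active = inhibition of at least 50% with at least 30 cells and total cytoplasm GFP at most 10,000,000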
KOR beta-arrestin-1 – KOR antagonists, beta-arrestin recruitment, cell-based, luminescence, uHTS (AID 1778). KOR beta-arrestin recruitment, luminescence, antagonist mode; higher % means a stronger effect. inhibition, % at 10 µM; hits with a dose series show IC50 in µM. actives 0.091% (n = 290,000); note: strong numbers were not always called active
HIV fusion peptide – inhibitors of HIV fusion peptide binding, primary screen, biochemical, uHTS, fluorescence dequenching (AID 1986); cell-free peptide binding, fluorescence dequenching, 30 min; higher % means a stronger effect; one-dose inhibition, % at 20 µM; IC50 in µM for titrated hits; actives 0.3% (n = 290,000); in the data active = inhibition mostly above about 52%, no sharp cut-off; inactive = mostly below about 76%; note: some results filed as inactive read as strong as hits
NOD2 inhibition – inhibition of NOD2-driven NF-kB reporter – cell-based, luminescence, uHTS, HEK293 (AID 1566); HEK293 NOD2/NF-kB luciferase reporter, luminescence; higher % means a stronger effect; one-dose inhibition, % at 4 µM; EC50 in µM for titrated hits; actives 0.63% (n = 290,000); note: many of its hits are not listed in these tables
KOR beta-arrestin-2 – KOR agonists, beta-arrestin recruitment, primary screen, cell-based, luminescence, uHTS (AID 1777); actives 0.02% (n = 280,000); KOR beta-arrestin recruitment, luminescence; higher % means a stronger effect; one-dose activation, % at 10 µM; EC50 in µM for titrated hits; in the data active = activation above about 50%, passing the limit was not always enough; note: a part of the inactive calls stands beside numbers as strong as those of hits
NOD1 inhibition – NOD1 signaling inhibitors, primary screen, cell-based, luminescence, uHTS (AID 1578) | actives 1% (n = 290,000) | one-dose inhibition, % at 4 µM; EC50 in µM for titrated hits | NOD1-driven NF-kB luciferase reporter cells, luminescence; higher % means a stronger effect; in the data active = inhibition mostly above about 36%, no sharp cut-off; inactive = mostly below about 34%;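 note: HEK-293T reporter cells stimulated with the NOD1 agonist gamma-tri-DAP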
GPR55 beta-arrestin – selective activators of receptor GPR55 – imaging, U2OS cells, beta-arrestin-GFP redistribution, primary screen (AID 1961) | actives 0.048% (n = 290,000) | activation, % at 10 µM, or EC50 in µM where a hit was titrated | U2OS GPR55 beta-arrestin-GFP redistribution imaging; higher % means a stronger effect;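 active = activation above 40% with more than 50 cells counted in the well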;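 note: U2OS osteosarcoma cells stably expressing GPR55 and beta-arrestin-GFP; plate controls were DMSO negative control for no effect and LPI positive control for full effect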
Myeloid diff MLP – myeloid differentiation induction. ER-HoxA9 myeloid progenitors, lysozyme-GFP differentiation, flow cytometry. actives 1% (n = 360,000). calls only at 10 µM. AID 624256;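 active = normalized GFP-positive differentiation at or above the plate's own cutoff, the solvent-only control mean plus 3 SD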;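 note: cells exposed to compound for four days before flow analysis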
Myeloid diff MLP GFP+ MAC1+ % – also measured in Myeloid diff MLP; calls as there; GFP+ MAC1+ double positive, %; measured here: differentiation confirmed by MAC1 staining
* = called active by the depositor; i = inactive; · = no result given; + = active, no number; [ ] = dose if it differs, or a comment. Cut-off read from the data, not from the text of the source, unless noted: active = inhibition above about 50%; inactive = the rest.

SMILES	GPR55 antagonists	GPR35 arrestin U2OS	KOR beta-arrestin-1	HIV fusion peptide	NOD2 inhibition	KOR beta-arrestin-2	NOD1 inhibition	GPR55 beta-arrestin	Myeloid diff MLP	Myeloid diff MLP GFP+ MAC1+ %
O=C1C2CCCCC2C(=O)N1c1cccc(OS(=O)(=O)c2ccccc2)c1 (stereo unspecified)	16%	2%	13%	1.5%	6%	1.4%	-23%	-0.2%	i	0.8
CCOC(=O)C1C(=O)C=C(c2cccc(NS(C)(=O)=O)c2)CC1c1ccco1 (stereo unspecified)	1%	-2%	-32%	11%	13%	0.1%	-18%	-0.2%	i	0.6
O=C(Nc1ccccn1)c1cc(-c2cccc(Cl)c2)nc2ccccc12	6%	2%	-148%[20 µM]	0.1%	16%	0.7%	49%	0.3%	i	0.4
COc1cccc(/C=N/n2cnc3cc(C)c(C)cc32)c1OC	-8%	16%	2%	1.7%	-8%	5.7%	1%	-0.3%	i	0.3
COc1ccc(CC(=O)N2CCc3ccccc32)cc1	8%	-8%	-51%	-0.5%	-46%	2.3%	-30%	-0.1%	i	1.0
CCC(=O)OCC(=O)Nc1ccc(OC)cc1[N+](=O)[O-]	2%	2%	12%	-1.0%	18%	-5.7%	-18%	-0.2%	i	0.9
CC/C(=N\NC(=O)c1ccncc1)C12CC3CC(CC(C3)C1)C2	1%	-6%	12%	-0.4%	9%	0.5%	-19%	-0.2%	i	0.6
CNC(=O)c1sccc1Oc1ccc(F)cc1[N+](=O)[O-]	8%	-17%	-57%	-1.5%	7%	1.4%	-23%	0.7%	i	0.3
CC(C)CC(=O)NNC(=O)C(C)C	14%	2%	-2%	1.1%	10%	6.1%	-37%	0.3%	i	1.3
O=C(CCn1nc(-c2ccccc2)c2ccccc2c1=O)NN1CCOCC1	-17%	-14%	3%	-0.9%	12%	-4.0%	-17%	0.0%	i	0.1
CCCOc1ccc(S(=O)(=O)N2CCOCC2)cc1[N+](=O)[O-]	6%	-3%	19%	2.0%	11%	-2.9%	-10%	-0.4%	i	0.2
CC(=O)C(=Nc1ccccc1Cl)NNc1ccc(Cl)cc1	-1%	13%	-40%	2.4%	18%	5.6%	35%	0.0%	i	0.6
Cc1nc(Nc2nc3ccccc3o2)nc(C)c1C(=O)Nc1ccc(F)cc1	11%	16%	-35%[20 µM]	0.0%	-9%	·	-27%	-0.1%	i	0.9
C/C(=N\OC(=O)c1cccc(C)c1)c1sc(-c2ccccc2)nc1C	4%	6%	5%	0.7%	-104%	-0.7%	-29%	-0.1%	i	1.8
COc1ccc(N2CCN(C(=O)c3oc4c(c3C)C(=O)CCC4)CC2)cc1	75%	-3%	-15%	1.7%	13%	-2.9%	6%	0.0%	i	0.6
O=C(O)COc1ccccc1/C=N/NC(=O)Cc1csc(Nc2cccc(C(F)(F)F)c2)n1	-6%	-7%	-8%	32%	15%	-0.9%	-40%	-0.3%	i	0.1
CCC(=O)c1cn(CC(=O)Nc2cccc(C)c2C)c2ccccc12	-17%	-2%	6%[20 µM]	-0.1%	11%	-3.1%	-8%	-0.1%	i	0.8
COc1ccc(N2CCN(C(=O)COc3ncnc4ccccc34)CC2)cc1	-7%	-2%	-13%	-1.0%	6%	6.1%	14%	-0.2%	i	0.7
O=C(Cc1ccccc1[N+](=O)[O-])NCc1ccccc1Cl	19%	29%	-18%	1.7%	-85%	4.2%	6%	-0.1%	i	7.8
O=C(Nc1ccc2c(c1)OCO2)C1CCCN1C(=O)Nc1ccccc1F (stereo unspecified)	-1%	10%	-30%	-1.2%	-5%	5.0%	-12%	-0.1%	i	13
O=C(Oc1cccc(-n2cnnn2)c1)c1ccco1	-5%	-14%	20%	12%	1%	-4.3%	-17%	0.1%	i	1.4
Cc1ccc(C)c(NC(=O)c2cc([N+](=O)[O-])cc([N+](=O)[O-])c2)c1	4%	9%	-47%[20 µM]	-2.5%	13%	1.4%	-45%	-0.3%	i	0.3
O=C1/C(=C/c2ccccc2)Nc2ccccc21	5%	10%	-18%	-0.3%	21%	0.6%	-1%	0.2%	i	0.8
CCOc1cc(N2CCOCC2)c(OCC)cc1NC(=O)C(NC(=O)c1ccco1)C(C)C (stereo unspecified)	-4%	-8%	19%	-3.5%	10%	1.2%	4%	0.6%	i	0.5
O=C(NNS(=O)(=O)c1ccccc1)C1CCN(S(=O)(=O)c2ccccc2)CC1	-10%	-4%	-34%	-4.5%	-7%	4.2%	·	-0.1%	i	1.1
COc1ccc(OCC(=O)OC(C)CN2CCOCC2)cc1 (stereo unspecified)	13%	26%	-7%	-2.3%	11%	17%	-16%	-0.2%	i	0.2
Cc1sc2nc[nH]c(=O)c2c1-c1ccc(F)cc1	-12%	15%	-10%	0.1%	3%	-3.2%	6%	-0.2%	i	2.0
Cc1ccc(Nc2cccccc2=O)cc1	14%	13%	25%	-1.7%	-39%	8.7%	-14%	0.2%	i	0.0
COc1cccc(C2=NO[C@@H]3C(=O)N(c4ccc5c(c4)OCCO5)C(=O)[C@H]23)c1OC	-1%	-6%	-23%	-3.2%	7%	-5.4%	-11%	-0.1%	i	1.0
C/C(Cl)=C/Cn1c(N2CCCC2)nc2c1c(=O)[nH]c(=O)n2C	10%	-5%	3%	1.0%	9%	-0.5%	-11%	-0.2%	i	0.7
CN1CCN(CCOc2ccc(Cl)c(Cl)c2)CC1	5%	-22%	-38%	1.3%	0%	1.3%	-8%	0.4%	i	0.5
Cc1cc(C)c2ccc(=S)[nH]c2n1	8%	10%	-6%	-0.2%	14%	-0.6%	-28%	-0.1%	i	0.6
CCCNc1nc(=S)n(-c2ccccc2)c(C)c1C(C)=O	5%	1%	6%	1.4%	20%	-6.4%	-27%	-0.1%	i	0.4
COC(=O)C1=C(C)N(C)C(=O)NC1c1ccccc1 (stereo unspecified)	4%	0%	7%	-2.1%	5%	-3.8%	-6%	-0.2%	i	0.8
Cc1ccc(CNC(=O)c2ccccc2-n2cnnn2)cc1	-6%	-21%	13%	-0.4%	27%	4.8%	0%	-0.1%	i	0.4
O=C(COC(=O)CCSc1ccc(Cl)cc1)NCc1ccccc1Cl	9%	-16%	2%	1.8%	-7%	0.3%	-53%	0.1%	i	0.5
O=C1OCCC1Sc1nc2ccccc2s1 (stereo unspecified)	0%	-3%	12%	1.1%	5%	-2.1%	-18%	-0.2%	i	0.5
Cc1ccc2ccc(C)[n+](CCCS(=O)(=O)[O-])c2c1	12%	5%	16%	1.9%	6%	-4.7%	-7%	-0.3%	i	0.1
Cc1ccc(Cl)cc1N1CCN(C(=O)c2cn(C)c(=O)c3c2c2ccccc2n3C)CC1	4%	-20%	8%	-3.3%	-18%	14%	-21%	0.3%	+	16*
Cc1cccc(NC(=O)COC(=O)c2cc3ccccc3oc2=O)c1	3%	-5%	9%	-0.3%	7%	-4.5%	-13%	0.0%	i	0.5
CCCS(=O)(=O)Nc1c(OC)ccc2c1c(C(=O)OCC)c(C)n2C	-11%	10%	-4%	-2.4%	11%	-3.7%	-22%	0.2%	i	0.5
Cc1ccc(Sc2ncccc2C(=O)N(C)Cc2cccs2)c(C)c1	3%	18%	-13%	0.5%	-11%	-1.1%	4%	-0.1%	i	4.4
O=C(NCCc1ccccc1)C1CC(=O)N(CCc2ccccc2)C1 (stereo unspecified)	2%	6%	-2%	0.0%	-14%	-2.1%	0%	-0.1%	i	0.6
Cc1ccc(S(=O)(=O)N2CCC(C(=O)Nc3nnc(COc4ccccc4)s3)CC2)cc1	15%	4%	-11%	2.8%	-2%	-0.9%	-24%	-0.2%	i	15
O=C(O)CCC(=O)Nc1ccc(/C=C/C(=O)C2CC2)cc1	-3%	0%	-2%[20 µM]	-1.1%	-5%	·	4%	-0.1%	i	0.4
COc1ccccc1NC(=O)c1cccc(NC(=O)c2ccco2)c1	6%	12%	-5%	1.0%	-2%	1.8%	·	0.0%	i	0.8
COc1cccc(C(=O)NC(c2ccccc2)C2CCCC2)c1 (stereo unspecified)	-5%	-3%	-14%[20 µM]	1.9%	0%	-2.9%	-20%	0.2%	i	0.2
O=C(CN(C(=O)CNC(=O)c1cccs1)c1ccc2c(c1)OCCO2)NC1CCCC1	10%	3%	6%	-1.9%	9%	-4.7%	-12%	0.2%	i	1.2
COCCNC(=O)CSc1nc2cc3c(cc2c(=O)n1CCCC(=O)NCc1ccc(OC)cc1)OCO3	-6%	-4%	15%	0.4%	2%	-5.2%	-25%	0.0%	i	0.9
CCCNC(=O)C1CCC(CNS(=O)(=O)c2cccc3nsnc23)CC1 (stereo unspecified)	11%	-4%	103%	-0.2%	18%	3.2%	-12%	-0.1%	i	1.1
CCc1ccc(NC(=O)Nc2ccc3c(c2)CCC3)cc1	2%	1%	-2%	0.2%	-30%	-1.3%	-34%	-0.1%	i	0.6
O=[N+]([O-])c1ncccc1OCc1ccc(-c2ccccc2)cc1	9%	-6%	13%	3.0%	-9%	-2.2%	-3%	0.3%	i	1.1
CCC(C)NC(=O)c1cc(Sc2nnc(C)s2)nc2ccccc12 (stereo unspecified)	-8%	17%	10%	0.1%	14%	-2.5%	6%	0.9%	·	·
CC(=O)c1cc2c(cc1NC(=O)CSc1nnc(C)s1)OCO2	3%	-2%	18%	-1.9%	3%	-6.6%	-22%	0.0%	i	1.4
Cc1ccccc1C(=O)NNC(=O)CN1C(=O)c2ccccc2C1=O	0%	-2%	6%	0.6%	-14%	-0.8%	-23%	0.1%	i	0.2
Clc1ccc(/C=C\c2nccc3c2[nH]c2ccccc23)cc1	9%	-13%	-52%	3.6%	-32%	20%	-27%	-0.7%	i	0.6
O=C1CNC(=S)N1c1nc(-c2ccccc2)cs1	-14%	-11%	-13%	4.1%	-112%	-5.6%	-25%	0.1%	i	0.5

Reformatted with two lines to a compound: three of the compounds above
Order of values: GPR55 antagonists	GPR35 arrestin U2OS	KOR beta-arrestin-1	HIV fusion peptide	NOD2 inhibition	KOR beta-arrestin-2	NOD1 inhibition	GPR55 beta-arrestin	Myeloid diff MLP	Myeloid diff MLP GFP+ MAC1+ %
> O=C(NCCc1ccccc1)C1CC(=O)N(CCc2ccccc2)C1 (stereo unspecified)
    2%	6%	-2%	0.0%	-14%	-2.1%	0%	-0.1%	i	0.6
> Cc1ccc(S(=O)(=O)N2CCC(C(=O)Nc3nnc(COc4ccccc4)s3)CC2)cc1
    15%	4%	-11%	2.8%	-2%	-0.9%	-24%	-0.2%	i	15
> O=C(O)CCC(=O)Nc1ccc(/C=C/C(=O)C2CC2)cc1
    -3%	0%	-2%[20 µM]	-1.1%	-5%	·	4%	-0.1%	i	0.4

High-throughput results: PubChem, several laboratories

This is a subset, so the mix of outcomes need not match the whole.
